hcGAS lum: inhibitors of human cGAS; 290,000 compounds, 0.081% hits; Q8N884; inhibition, % at 12.5 µM; recombinant h-cGAS, ATP depletion, Kinase-Glo luminescence;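 also: 0% = vehicle reaction and 100% = reaction without DNA for no activity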
Target sequence (Q8N884 whole entry, looked up): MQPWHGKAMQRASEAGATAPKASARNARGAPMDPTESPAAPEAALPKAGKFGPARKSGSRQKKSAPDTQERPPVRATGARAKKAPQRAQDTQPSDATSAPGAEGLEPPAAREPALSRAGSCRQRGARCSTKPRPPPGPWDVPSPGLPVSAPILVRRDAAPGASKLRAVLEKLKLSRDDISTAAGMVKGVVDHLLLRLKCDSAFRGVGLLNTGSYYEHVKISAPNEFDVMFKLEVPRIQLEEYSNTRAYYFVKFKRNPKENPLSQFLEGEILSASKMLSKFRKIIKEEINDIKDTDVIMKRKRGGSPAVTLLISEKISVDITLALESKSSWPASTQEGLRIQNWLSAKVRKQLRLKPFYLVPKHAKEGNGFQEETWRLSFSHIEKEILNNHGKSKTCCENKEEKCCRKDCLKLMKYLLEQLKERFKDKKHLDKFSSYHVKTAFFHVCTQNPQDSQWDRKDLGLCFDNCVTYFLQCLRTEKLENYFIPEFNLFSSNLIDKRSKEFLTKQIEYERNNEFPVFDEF
mcGAS inh: inhibitors of mouse cGAS. 160,000 compounds, 0.15% hits. inhibition, % at 12.5 µM. Q8C6L5. AID 1259399. recombinant cGAS, Kinase-Glo ATP depletion luminescence;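 also: 0% = negative control wells and 100% = reference inhibitor with no enzyme activity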
NPYLR7 ag: activates Aedes aegypti NPYLR7 receptor. HEK293T NPYLR7/Galpha15, GCaMP6s calcium fluorescence. activation, % at 10 µM. 270,000 compounds, 0.15% hits; in the data active = activation above about 40%;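 also: 0% = vehicle and 100% = reference agonist at the receptor; some compounds past the cut are filed as inactive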
* = called active by the depositor; nt = not tested or not shown; & = joins results of further samples. Rule as the data show it, unless noted: active = inhibition above about 40%; inactive = the rest. No enrichment for hits; overall some 0.27% were active at least once.

[1] COc1cccc(-c2nnc(SCc3nc(C(=O)N4CCOCC4)cs3)n2-c2ccc(C)cc2)c1
[2] O=C(O)c1oc2ccccc2c1CSC1CCCCC1
[3] CC(O)c1nc2ccc(-c3ccc(S(C)(=O)=O)cc3)cc2[nH]1 (centres undefined)
[4] CCCCc1nn2c(=O)c(NC(=O)c3ccccc3C)cnc2s1
[5] CN(C)CCN(C(=O)C1=COCCO1)c1nc2c(Cl)cccc2s1
[6] CC(=O)Cn1cnc2c(nnn2-c2ccc(C)c(C)c2)c1=O
[7] COc1cccc(C(C2Sc3nc(C)nn3C2=O)N2CCC(C(N)=O)CC2)c1 (centres undefined)
[8] Cc1sc2nc(CCc3ccccc3)nc(N3CCN(C(=O)c4cccs4)CC3)c2c1C
Assay by compound,1,2,3,4,5,6,7,8
hcGAS lum,-2.3,-14.3,0.0,-0.8,-3.1,-7.9,-8.3,-13.1
NPYLR7 ag,4.8,0.2,6.0,-3.5,-2.7,-2.5,0.3,-1.8
mcGAS inh,-3.8,-6.0,nt,-3.2,-4.9,-9.0,nt,-6.1

[9] O=C(c1ccc(-c2cccc(Cl)c2)s1)N1CCc2ccccc2C1c1ccccc1Cl (centres undefined)
[10] Cc1nn(-c2ccccc2)nc1C(=O)OCC(=O)OC(C)(C)C
[11] COc1ccc2nc(-c3ccc(OC)c(NC(=O)C(C)Oc4ccccc4F)c3)cn2n1 (centres undefined)
[12] CCCc1cc(C(=O)NC(C)c2nnc3n2CCNCC3)cs1 (centres undefined)
[13] CC(NC(=O)C1c2ccccc2-c2ccccc21)c1nnc2n1CCNCC2 (centres undefined)
[14] O=C(CNC(=O)c1cccc(Cl)n1)NCCN1CCOCC1
[15] CC(C)=CC(=O)N1CCn2c(C(N)=O)cnc2C1
[16] Cc1ccc(-c2nnc(CN3CC[C@H](CO)[C@@H](O)C3)o2)n1C
Assay by compound,9,10,11,12,13,14,15,16
hcGAS lum,-7.6,-7.4,-1.4,-4.0,-1.8,-19.5,-7.3,0.8
NPYLR7 ag,25.5,3.7,-0.1,3.7,2.3,1.5,6.1,2.7
mcGAS inh,-9.3,nt,-0.2,nt,nt,nt,nt,-11.7

[17] OCC1(Cc2ccccc2)CCCN(Cc2cn[nH]c2C2CCCCC2)C1 (centres undefined)
[18] COc1ccc(-c2cc(N)n(-c3ccc(C(=O)Nc4cc(OC)ccc4OC)cc3)n2)cc1
[19] COC(=O)[C@@H]1C[C@H](NC(=O)OCC(C)(C)C)CN1C
[20] CCOC(=O)c1ccc2c(c1)nc(SCc1ccc(Cl)cc1)n2Cc1ccccn1
[21] COc1ccc(F)c(CN2CCCC3(CCN(C(=O)c4ccccc4)C3)C2=O)c1 (centres undefined)
[22] CCOC(=O)C1=C(C)NC2=C(C(=O)CC(c3ccccc3)C2)C1c1ccc(OC(C)=O)c(OC)c1 (centres undefined)
[23] CC(CCc1ccccc1)NC(=O)c1ccc(-c2n[nH]c3c2COc2ccccc2-3)cc1 (centres undefined)
[24] CCCCc1noc(C(C)N2CCN(Cc3nc(C)c(C)o3)CC2)n1 (centres undefined)
Assay by compound,17,18,19,20,21,22,23,24
hcGAS lum,-8.2,-4.8,0.2,-5.9,-10.1,-4.1,-3.5,4.0
NPYLR7 ag,4.2,-6.6,nt,7.5,5.1,-18.1,nt,-0.3
mcGAS inh,nt,nt,-5.5,-5.4,nt,-3.7,-4.9,nt

Of the compounds above, 2 have an aryl thioether with sulfur outside any ring:
[1] COc1cccc(-c2nnc(SCc3nc(C(=O)N4CCOCC4)cs3)n2-c2ccc(C)cc2)c1
[20] CCOC(=O)c1ccc2c(c1)nc(SCc1ccc(Cl)cc1)n2Cc1ccccn1
Assay by compound,1,20
hcGAS lum,-2.3,-5.9
NPYLR7 ag,4.8,7.5
mcGAS inh,-3.8,-5.4

Next compounds follow:
[25] Cc1ncc(-c2c(-c3ccccc3)ncn2Cc2ccc3c(c2)OCO3)[nH]1
[26] COCC(=O)N1CCN(Cc2ccc(-c3noc(-c4cccs4)n3)cc2)CC1
[27] O=[N+]([O-])c1cccc(-c2ccc3nnc(SCc4ccccc4)n3n2)c1
[28] CC(C)NC(=O)Cn1nc(-c2ccco2)c2sc(N3CCCCC3)nc2c1=O
[29] FC(F)(F)c1nnc2ccc(N(Cc3ccccc3)C3CC3)nn12
[30] N#CC1C(=N)SC(=N)C(C#N)C1c1cccc(Cl)c1 (centres undefined)
[31] CC(C)C1CN(C(=O)c2cc(-c3ccccc3)no2)CCCN1CC1CC1 (centres undefined)
[32] O=C(CSc1nnc2n1CCCCC2)N1N=C(c2ccco2)CC1c1ccco1 (centres undefined)
Assay by compound,25,26,27,28,29,30,31,32
hcGAS lum,-8.1,-2.5,-6.2,-9.7,4.4,-2.1,-5.2,-7.4
NPYLR7 ag,24.6,-8.4,-10.6,-2.7,13.1,1.8,-2.8,6.5
mcGAS inh,-11.7,-5.7,-7.3,-7.7,nt,12.1,nt,nt

[33] CCOc1ccc2c(c1)-c1c(sn(-c3ccc(S(=O)(=O)Nc4nccc(C)n4)cc3)c1=S)C(C)(C)N2
[34] Cc1cc(C)nc(SCCn2c(N3CCc4ccccc4C3)nc3c2c(=O)n(C)c(=O)n3C)n1
[35] O=C(NC1CC2CCC(C1)N2Cc1ccc2c(c1)OCO2)c1cccs1 (centres undefined)
[36] Cc1cnc(C)c(-c2ccccc2CO)n1
[37] C#CCOCC(O)CN(Cc1ccco1)Cc1c(-c2ccc(F)cc2)noc1N1CCOCC1 (centres undefined)
[38] NC(=O)Cn1nnc2sc3c(c2c1=O)CCCC3
[39] COCCNC(=O)Cn1c(CO)cnc1SCc1cccc(C(F)(F)F)c1
[40] Cc1c(C(C)NC(=O)c2cccc(N3CCOCC3)c2)cnn1-c1cccc2ccccc12 (centres undefined)
Assay by compound,33,34,35,36,37,38,39,40
hcGAS lum,-1.9,-11.2,-7.7,-2.8,1.7,1.3,-5.9,-0.3
NPYLR7 ag,-0.1,-0.2,0.8,2.1,-3.8,-0.3,6.5,-4.3
mcGAS inh,nt,nt,-8.1,-18.5,-3.8,nt,nt,nt

[41] O=C(Cc1cccc(F)c1F)N1C[C@H]2C[C@H](C1)[C@@H]1CCCC(=O)N1C2
[42] CC(=O)OC(C)(C)[C@@H]1Cc2cc3ccc(=O)oc3cc2O1
[43] Clc1cccc(Cl)c1COc1ccccn1
[44] CCOc1ccc(-c2nnc3n(C)c4c(=O)n(C)c(=O)n(C)c4n23)cc1
[45] COc1ccc(-n2c(SCC(=O)NCC3CCCO3)nc3c(c2=O)SCC3)cc1OC (centres undefined)
[46] N#Cc1ccc(NC(=O)N2CCC3(CC2)C(=O)N(CC(=O)NCc2ccc(F)cc2)CN3c2ccccc2)cc1
[47] Clc1ccc(CN(CC2CC2)c2ccccc2)cn1
[48] Cc1nc2scc(C)n2c(=O)c1NC(=O)c1ccccc1
Assay by compound,41,42,43,44,45,46,47,48
hcGAS lum,-4.7,-1.3,-6.6,-0.3,-5.2,-8.5,-6.0,-7.5
NPYLR7 ag,0.8,-9.0,36.0,-3.2,-5.8,18.7,3.2,4.5
mcGAS inh,-13.9,nt,nt,nt,-6.9,-5.1,nt,-7.0

[49] O=c1c2ccccc2nnn1CSc1nn(-c2ccccc2)c(=S)s1
[50] COc1ccc(-n2c(SCc3ccc(C(N)=O)cc3)nnc2-c2ccc(C)cc2)cc1
[51] Cn1nc(-c2cccc(NC(=O)C3c4ccccc4Oc4ccccc43)c2)ccc1=O
[52] Brc1nc(Br)n(CC2CCCCO2)n1 (centres undefined)
[53] CN(N=Cc1sc2ccccc2c1O)c1ccccc1
[54] Cc1ccccc1NCN1C(=O)c2cccc([N+](=O)[O-])c2C1=O
[55] CNc1nnc(SCc2sc3ccccc3c2Cl)s1
[56] CC(C)=NNC(=O)COc1ccc(Cl)cc1C
Assay by compound,49,50,51,52,53,54,55,56
hcGAS lum,0.7,1.9,-6.9,-0.2,-2.9,-1.4,5.9,-0.1
NPYLR7 ag,1.3,-3.4,-2.0,0.9,-0.6,8.0,2.0,-4.5
mcGAS inh,nt,1.3,-6.3,nt,-4.5,nt,nt,11.2

[57] O=C(CCN1C(=O)C2CCCCC2C1=O)NNC(=O)CC12CC3CC(CC(C3)C1)C2 (centres undefined)
[58] CCOC(=O)c1cc(-c2ccc3ccccc3c2)n(-c2ccc(C(=O)NC(CC)COC)cc2)n1 (centres undefined)
[59] Clc1ccc(OCc2nc(CNC3CC3)cs2)cc1
[60] Cc1cc(C)n(CCN(C(=O)c2ccco2)c2nc3c(C)cc(Cl)cc3s2)n1
[61] CC1=NNC(c2ccc(O)cc2)C1 (centres undefined)
[62] Cn1nc2nc(NCC3CCCO3)nc(-c3cccc(Oc4ccccc4)c3)c2c1N (centres undefined)
[63] Cc1ccc(C)c(-c2nccn2C2CCNC2)c1 (centres undefined)
[64] CCOc1cccc(C2CC(=O)Nc3c2nc2n3CCCC2)c1O (centres undefined)
Assay by compound,57,58,59,60,61,62,63,64
hcGAS lum,-7.8,0.4,0.7,-6.3,-7.8,-0.9,-0.6,-2.7
NPYLR7 ag,5.7,3.3,35.6,-17.6,1.1,7.1,-0.2,1.7
mcGAS inh,nt,-0.7,nt,-10.7,nt,nt,nt,nt

Random excerpt: 5 entries already listed
[32] O=C(CSc1nnc2n1CCCCC2)N1N=C(c2ccco2)CC1c1ccco1 (centres undefined)
[11] COc1ccc2nc(-c3ccc(OC)c(NC(=O)C(C)Oc4ccccc4F)c3)cn2n1 (centres undefined)
[44] CCOc1ccc(-c2nnc3n(C)c4c(=O)n(C)c(=O)n(C)c4n23)cc1
[51] Cn1nc(-c2cccc(NC(=O)C3c4ccccc4Oc4ccccc43)c2)ccc1=O
[41] O=C(Cc1cccc(F)c1F)N1C[C@H]2C[C@H](C1)[C@@H]1CCCC(=O)N1C2
Assay by compound,32,11,44,51,41
hcGAS lum,-7.4,-1.4,-0.3,-6.9,-4.7
NPYLR7 ag,6.5,-0.1,-3.2,-2.0,0.8
mcGAS inh,nt,-0.2,nt,-6.3,-13.9

In the list so far, 4 have an NH in an aromatic ring.
[3] CC(O)c1nc2ccc(-c3ccc(S(C)(=O)=O)cc3)cc2[nH]1 (centres undefined)
[17] OCC1(Cc2ccccc2)CCCN(Cc2cn[nH]c2C2CCCCC2)C1 (centres undefined)
[23] CC(CCc1ccccc1)NC(=O)c1ccc(-c2n[nH]c3c2COc2ccccc2-3)cc1 (centres undefined)
[25] Cc1ncc(-c2c(-c3ccccc3)ncn2Cc2ccc3c(c2)OCO3)[nH]1
Assay by compound,3,17,23,25
hcGAS lum,0.0,-8.2,-3.5,-8.1
NPYLR7 ag,6.0,4.2,nt,24.6
mcGAS inh,nt,nt,-4.9,-11.7

Other entries follow:
[65] CS(=O)(=O)c1ccc(N2CCN(C(=O)CN3CCCCCC3=O)CC2)c([N+](=O)[O-])c1
[66] COCc1cc(=O)oc2cc(OC)ccc12
[67] CN(C)c1ccc(CN(C)c2ccc3nnnn3n2)cc1
[68] CSc1nc(C(=O)N2CCCC(CCC(=O)NCc3ccccc3F)C2)cs1 (centres undefined)
[69] CC1CCC2C3(C)COC(C)(C)OC3CC[C@]2(C)[C@@]12CCC1(CCOC1)O2 (some centres undefined)
[70] Cc1nc2ccccc2n1CCC(=O)N1CCCn2cncc2C1
[71] O=C(CC(=O)Nc1ccc(F)c(Cl)c1)NCCCn1nnc2ccccc21
[72] COc1ccc([C@@H](C)C(=O)c2ccc(O)cc2O)cc1
Assay by compound,65,66,67,68,69,70,71,72
hcGAS lum,-1.1,-3.9,-6.7,-1.7,-1.3,-4.8,-6.3,-1.9&2.7
NPYLR7 ag,8.6,-5.5,-1.2,-11.9,4.2,-0.9,-2.1,3.1
mcGAS inh,nt,nt,nt,0.2,-3.8,-4.9,-15.6,-6.3&1.6

[73] O=C(CSc1nc2ccccc2[nH]1)NNC(=O)c1ccncc1
[74] COCCNC(=O)c1ccccc1N1CCC(NC(=S)Nc2ccc(F)cc2)CC1
[75] CN(C)C(=O)CN1C(=O)NC2(CCCCCCC2)C1=O
[76] CCCc1cc(C(=O)NC(CC)C2CCCO2)sc1C (centres undefined)
[77] O=C(CCC1CCCC1)N1CCN(c2nc3nccc(-c4ccc(C5CCCCC5)cc4)n3n2)CC1
[78] N#Cc1c(N)n[nH]c1CCCCCN=Cc1cc(Br)ccc1O
[79] Cc1cccc(C(=O)NCc2cccc3c2OCCO3)n1
[80] Cc1ccc(Oc2ccc(CN3CCNC(C(=O)O)C3)cc2)cc1C (centres undefined)
Assay by compound,73,74,75,76,77,78,79,80
hcGAS lum,-3.3,-4.5,-3.4,3.7,-2.6,-4.3,-5.9,-3.1
NPYLR7 ag,-1.9,-2.6,1.9,-5.1,5.0,-0.5,-1.1,nt
mcGAS inh,-6.7,-3.1,nt,3.2,-4.3,nt,nt,-1.7

[81] O=c1oc2ccccc2n1CCS(=O)(=O)NC1CCc2ccccc21 (centres undefined)
[82] O=C(NC1CCN(c2ccccc2C(=O)NCc2ccc3c(c2)OCO3)CC1)c1cccs1
[83] O=C(CN1CCCCC1)N1CCOC(CCCc2ccccc2)C1 (centres undefined)
[84] O=c1oc2c(CN3CCN(CCO)CC3)c(O)ccc2cc1-c1ccc(Cl)cc1
[85] COc1ccc(C(CC(=O)NCCN2CCOCC2)c2c[nH]c3ccccc23)c(OC)c1 (centres undefined)
Assay by compound,81,82,83,84,85
hcGAS lum,-4.9,-6.3,-7.9,-7.8,1.3
NPYLR7 ag,-1.8,-3.1,4.6,7.1,4.8
mcGAS inh,-16.4,-6.2,-9.3,-7.2,-3.8

Screening results: PubChem BioAssay, Fisher Drug Discovery Resource Center
